KCNQ1 block = inhibitors of human KCNQ1 channel, primary screen, cell-based, thallium flux, high-throughput; Potassium voltage-gated channel subfamily KQT member 1 (Homo sapiens), P51787; CHO-K1 KCNQ1, FluxOR thallium flux fluorescence; hits give high values; B-score at 10 µM; hit rate 1.3% among 310,000; AID 2642, 2010;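 active means compounds whose thallium flux B-score, printed positive for inhibition, exceeds three library SD while starting fluorescence stays within three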;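 further: channel opened by potassium depolarization with thallium stimulus after 20 min compound exposure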
MrgX1 allo act = positive allosteric modulators of MrgX1, primary screen, HEK293 cells, Fluo-4 calcium flux | Mas-related G-protein coupled receptor member X1 (Homo sapiens), Q96LB2 | FDSS; hits give high values | B-score at 10 µM | hit rate 0.63% among 310,000 | AID 588675, 2011;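 active means plate-corrected calcium response at least 3 library SD above typical, normal starting fluorescence, not activating the receptor alone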;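 further: compound read alongside a low EC10 to EC30 dose of BAM8-22 agonist; peak minus trough fluorescence over baseline measured at the second addition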
Target sequence (Q96LB2 whole entry, looked up): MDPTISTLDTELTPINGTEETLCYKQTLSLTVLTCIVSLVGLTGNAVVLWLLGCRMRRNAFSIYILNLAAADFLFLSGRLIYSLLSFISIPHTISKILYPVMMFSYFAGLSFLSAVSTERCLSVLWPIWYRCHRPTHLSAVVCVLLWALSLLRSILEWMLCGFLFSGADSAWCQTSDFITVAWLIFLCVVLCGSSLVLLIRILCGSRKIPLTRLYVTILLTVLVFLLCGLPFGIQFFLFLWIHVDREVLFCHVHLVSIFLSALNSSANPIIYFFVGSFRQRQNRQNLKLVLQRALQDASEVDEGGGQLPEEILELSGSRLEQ
RGS4 act = RGS4 potentiators or activators, primary screen, cell-based, HEK293 M3R inducible RGS4, calcium flux; carbachol calcium flux Fluo4; hits give low values; B-score at 10 µM; hit rate 0.92% among 310,000; AID 463111, 2010;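 active means B-score of the integrated calcium signal more than 4 SD below the library mean, with starting fluorescence not abnormally high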;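 further: negative B-score means reduced calcium response which marks RGS4 activation or potentiation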
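test system = HEK293 cells with stable M3R and inducible RGS4 | schedule = recording 10 s baseline at 1 Hz, 100 s post-agonist | technique = Fluo4-AM (2 µM) calcium-flux fluorescence, kinetic read | measure = Agonist-evoked peak-minus-minimum fluorescence over baseline, integrated ratio, B score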
ANO1 block = TMEM16A chloride channel inhibitors, primary screen, cell-based, HTS; HEK293 TMEM16A/YFP iodide influx fluorescence, ionomycin; normalized B-score (activity score, 25-100; higher = stronger inhibition) at 10 µM; hit rate 1.2% among 310,000; AID 588511, 2011;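 active means ratio plate-corrected score three or more library SD toward inhibition, starting fluorescence score within five deviations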;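 further: score derived from kinetic fluorescence span divided by baseline fluorescence per well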
ANO1 activ = TMEM16A chloride channel activators or potentiators, primary screen, cell-based, HTS. Anoctamin-1 (Mus musculus), Q8BHY3. HEK293 TMEM16A/YFP-H148Q/I152L, iodide quench fluorescence; hits give low values. B-score at 10 µM. hit rate 0.3% among 340,000;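 active means fluorescence-ratio B-score plate-corrected deviation score at least 3 library SD below zero, with starting fluorescence score within 5 deviations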;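 further: channel opened by trigger with iodide after compound preincubation; score built on the fluorescence ratio of max minus min over baseline; more negative score means more quench and so TMEM16A activation or potentiation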
KCNQ1 pot = potentiators or activators of KCNQ1 channel, primary screen, cell-based, thallium flux, high-throughput; hit rate 0.35% among 310,000; Potassium voltage-gated channel subfamily KQT member 1 (Homo sapiens), P51787; CHO-K1 KCNQ1, thallium flux FluxOR fluorescence; hits give high values; B-score at 10 µM;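 active means fluorescence ratio B-score, a plate-corrected score, at least three library SD, with initial intensity B-score within 5 SD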
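Test system: CHO-K1 cells stably expressing KCNQ1 / Medium: assay buffer / Also added: depolarizing K+/Tl+ stimulus, K2SO4 and Tl2SO4 each 12.5 mM in 5x stock / Incubation: 90 min dye loading and 20 min compound exposure, both at room temperature / Signal: thallium influx via FluxOR fluorescence, kinetic imaging / Evaluation: B score of baseline-normalized fluorescence ratio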
MrgX1 ag = agonists of human MrgX1 receptor, primary screen, HEK293 cells, Fluo-4 calcium flux; Mas-related G-protein coupled receptor member X1 (Homo sapiens), Q96LB2; Fluo-4 calcium fluorescence, agonist mode; hits give high values; B-score at 10 µM; hit rate 0.44% among 310,000;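 active means calcium response B-score plate-corrected fluorescence ratio at least 3 library SD, with starting fluorescence B-score inside 5 SD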
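times = overnight plating, then 30 min 37 °C plus 30 min room-temperature dye loading | assay system = stable human MrgX1 HEK293 cell line | input = fifteen thousand cells per well | signal = kinetic calcium dye fluorescence, Fluo-4 NW | dosing = compound delivered in addition one of three | read-out = B-scored fluorescence response ratio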
hERG protect = hERG rescue from dofetilide block, primary screen, cell-based, CHO-hERG, FluxOR thallium flux, dofetilide IC70; Voltage-gated inwardly rectifying potassium channel KCNH2 (Homo sapiens), Q12809; dofetilide IC70 present; activation (rescue from dofetilide block), less the hit threshold, % at 10 µM; hit rate 0.51% among 310,000; AID 1511, 2009;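 active means activation above the mean of controls blocked by dofetilide plus 5 SD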;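 further: thallium influx through hERG after potassium depolarization seen as dye fluorescence rise; in these data hits start at about 4.7%; inactives centre near -7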
KCNK9 inh = KCNK9 potassium channel inhibitors, primary screen, HEK293 cells, thallium flux. FluxOR thallium flux fluorescence; hits give low values. B-score at 10 µM. hit rate 1.2% among 310,000;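 active means ratio B-score over 3 SD below the library mean, with starting fluorescence within 5 SD of its mean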;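 further: negative B-score means less thallium flux so channel inhibition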
KCNK3 block = human KCNK3 channel inhibitors, primary screen, CHO cells, FluxOR thallium flux, B-score; FluxOR fluorescence; hits give low values; AID 602410, 2012; hit rate 0.84% among 340,000; B-score at 10 µM;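 active means B-score under library mean minus 4 SD, starting fluorescence ratio at most library mean plus 5 SD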;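 further: more negative B-score means stronger inhibition of thallium flux through KCNK3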
Target sequence (O14649 whole entry, looked up): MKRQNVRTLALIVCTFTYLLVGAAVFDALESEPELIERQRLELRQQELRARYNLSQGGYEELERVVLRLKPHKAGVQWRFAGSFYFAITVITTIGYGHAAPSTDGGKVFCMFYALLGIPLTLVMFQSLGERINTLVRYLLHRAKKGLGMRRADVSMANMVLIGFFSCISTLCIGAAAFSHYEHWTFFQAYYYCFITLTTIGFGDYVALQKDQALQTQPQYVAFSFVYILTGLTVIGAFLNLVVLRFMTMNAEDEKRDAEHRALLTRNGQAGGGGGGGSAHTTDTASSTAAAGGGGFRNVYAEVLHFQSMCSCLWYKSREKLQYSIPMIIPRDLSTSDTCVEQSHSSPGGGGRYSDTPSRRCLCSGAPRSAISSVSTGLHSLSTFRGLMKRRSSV
RGS4 block = RGS4 inhibitors, primary screen, cell-based, HEK293 M3R inducible RGS4, calcium flux; Regulator of G-protein signaling 4 (Homo sapiens), P49798; Fluo-4 calcium flux; hits give high values; triggered by carbachol at its EC20; B-score at 10 µM; hit rate 0.45% among 310,000; AID 463165, 2010;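 active means B-score, a plate-corrected calcium signal, over three deviations above library mean, with baseline fluorescence within five deviations of library mean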;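 further: RGS4 expression induced by doxycycline in cells with stable M3 receptor; B-score is computed from the integrated fluorescence ratio over baseline after carbachol; higher B-score means a larger calcium signal and so more RGS4 inhibition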
Target sequence (P49798 whole entry, looked up): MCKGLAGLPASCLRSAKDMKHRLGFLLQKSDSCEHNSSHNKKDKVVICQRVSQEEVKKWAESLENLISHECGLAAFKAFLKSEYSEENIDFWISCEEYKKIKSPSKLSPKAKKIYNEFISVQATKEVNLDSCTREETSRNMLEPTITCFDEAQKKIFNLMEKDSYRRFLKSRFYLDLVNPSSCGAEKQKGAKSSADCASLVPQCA
* = called active by the depositor; i = inactive; . = not tested or not shown.

Results follow in this order: ANO1 activ | KCNQ1 pot | RGS4 act | MrgX1 allo act | KCNK3 block | MrgX1 ag | RGS4 block | ANO1 block | KCNK9 inh | hERG protect | KCNQ1 block
O=C(Cc1ccc(O)cc1)N/N=C/c1cccnc1
  i | i | i | i | i | i | i | i | i | -10 | i
Cc1ccc(S(=O)(=O)Nc2ccc(OCC(=O)N3CCOCC3)cc2)c(C)c1NS(C)(=O)=O
  i | i | i | i | i | i | i | i | i | -11 | i
O=C(Nc1ccc(N2CCOCC2)cc1)C1CC(=O)N(c2ccccc2)C1 (centres undefined)
  i | i | i | i | i | i | i | i | i | -9 | i
CC(=O)C[C@H]1c2cc(F)ccc2S(=O)(=O)N1c1ccc(N(C)C)cc1
  i | i | i | i | i | i | i | i | i | -1 | i
COc1ccc(CCNC(=O)CN2C(=O)c3cccc4cccc(c34)C2=O)cc1OC
  i | i | i | i | i | i | i | i | i | -2 | i
Cc1ccc(-c2nc(SCC(=O)Nc3ccccc3OC(F)F)c3c(C)c(C(=O)O)sc3n2)cc1
  . | i | i | i | . | i | i | i | i | -9 | i
COC(=O)C(CC(=O)c1ccc(C)cc1)n1nc(C)cc1C (centres undefined)
  i | i | i | i | i | i | i | i | i | -6 | i
Cc1ccc(S(=O)(=O)N2CCCC2CNC(=O)c2ccc(F)c(F)c2)cc1 (centres undefined)
  i | i | i | i | i | i | i | i | i | -15 | i
CCN(c1ccccc1C)S(=O)(=O)c1cc2c3c(c1)CCN3C(=O)CC2
  i | i | i | i | i | i | i | i | i | -10 | i
O=C(C1=C[C@H](C2CCCCC2)C[C@H](OCCCCO)O1)N1CCN(Cc2ccc3c(c2)OCO3)CC1
  i | i | i | i | i | i | i | i | i | -7 | i
CCOC(=O)N1CCN(C(=O)c2ccc3c(c2)ncn3C2CCCC2)CC1
  i | i | i | i | i | i | i | i | i | -7 | i
COc1cc(/C=N/NC(=O)C2CCN(CC(O)COCc3ccccc3)CC2)ccc1O (centres undefined)
  i | i | i | i | i | i | i | i | i | -17 | i
CCOC(=O)CSc1nnc([C@@H](NC(=O)OC(C)(C)C)C(C)C)o1
  i | i | i | i | i | i | i | i | i | -5 | i
COc1cccc(N(C(=O)CS(=O)CC(=O)Nc2ccc(F)cc2)C(C(=O)NC2CCCCC2)c2cccs2)c1 (centres undefined)
  i | i | i | i | i | i | i | i | i | -6 | i
COc1cc2c(cc1OC)CN(Cc1ccccc1)CC2
  i | i | i | i | i | i | i | i | i | -3 | i
CC(c1ccccc1)N1C(=O)c2cccnc2C1=O (centres undefined)
  i | i | i | i | i | i | i | i | i | -8 | i
CCc1noc(C)c1C(=O)Nc1cccc(S(=O)(=O)N(C)c2ccccc2)c1
  i | i | i | i | i | i | i | i | i | -15 | i
CC(C)Oc1ccc(Cn2c(=O)sc3ccccc32)cc1
  i | i | i | i | i | i | i | 25* | i | -6 | i
COc1ccc(C2NC(=O)c3ccccc3O2)cc1OC (centres undefined)
  i | i | i | i | i | i | i | i | i | -4 | i
CN(c1ccccc1)S(=O)(=O)c1ccc2c(c1)oc(=O)n2C
  i | i | i | i | i | i | i | i | i | -1 | i
C=CCOc1ccc(/C=C2/C(=O)ON=C2C)cc1OC
  i | i | i | i | i | i | 9.4* | i | i | -6 | i
O=C(CNC1=NCCC1)c1ccc(Cl)cc1
  i | i | i | i | i | i | i | i | i | -2 | i
CCOc1cc2[nH]c(=O)n(CCCCC(=O)N3CCCCCC3)c(=O)c2cc1OCC
  i | i | i | i | i | i | i | i | i | -8 | i
O=C(CSc1ccc(-c2ccccn2)nn1)c1ccc(F)cc1
  i | i | i | i | i | i | i | i | i | -12 | i
CCOC(=O)CN1CC23C=CC(O2)C(C(=O)NCc2ccc(F)cc2)C3C1=O (centres undefined)
  i | i | i | i | i | i | i | i | i | -10 | i
COc1cc(/C=C(/C#N)C(=O)NCCc2c[nH]c3ccccc23)ccc1OCc1ccccc1F
  i | i | i | i | i | i | i | i | i | -8 | i
CCCCC(=O)Nc1cc(N(C)C)nc2ccccc12
  i | i | i | i | i | i | i | i | i | -12 | i
Cc1cccc(OCc2nnc(SCC(=O)Nc3cccc(C(=O)N4CCOCC4)c3)o2)c1C
  i | i | i | i | i | i | i | i | i | -7 | i
Cc1cc(C)cc(N(CCC#N)C(=O)COC(=O)C2CCN(S(=O)(=O)c3ccc(C)c(C)c3)CC2)c1
  i | i | i | i | i | i | i | i | i | -10 | i
COc1ccc(CCn2c(C3CCCCC3)nc3c(c(=O)c4ccccc4n3C)c2=O)cc1OC
  i | i | i | i | i | i | i | i | i | -13 | i
O=C(CSc1ccsc1[N+](=O)[O-])N1CCN(c2ccc(Cl)cc2)CC1
  i | i | i | i | i | i | i | i | i | -3 | i
COc1ccccc1OCC(O)Cn1nc(C)cc1C (centres undefined)
  i | i | i | i | i | i | i | i | i | -8 | i
Cc1ccc(Nc2nnc(SC(C)C(=O)NCC3CCCO3)s2)cc1C (centres undefined)
  i | i | i | i | i | i | i | i | i | -12 | i
O=C(NNC(=O)C1CC1c1ccccc1)c1cccc([N+](=O)[O-])c1 (centres undefined)
  i | i | i | i | i | i | i | i | i | -2 | i
O=C(c1c(F)cccc1F)N1CCCC(c2nc(-c3ccc(F)cc3)no2)C1 (centres undefined)
  i | i | i | i | i | i | i | i | i | -5 | i
Cn1cc(/C=N/NC(=O)c2cccc([N+](=O)[O-])c2)c2ccccc21
  i | i | i | i | i | i | i | i | i | -3 | i
CCCCn1c(N)c(N(CC)C(=O)c2cccc(S(=O)(=O)N3CCN(C)CC3)c2)c(=O)[nH]c1=O
  i | i | i | i | i | i | i | i | i | -11 | i
Cc1cc(C)nc(SCC(=O)Nc2ncc(Cc3cccc(Cl)c3Cl)s2)n1
  i | i | i | i | i | i | i | i | i | -11 | i
Cc1cc(C)c(C)c(S(=O)(=O)NCCN2CCOCC2)c1C
  i | i | i | i | i | i | i | i | i | -3 | i
CSc1ncccc1C(=O)OCC(=O)C(C)(C)C
  i | i | i | i | i | i | i | i | i | -3 | i
Oc1ccc(-c2c(C3=CCCCC3)sc3ccccc23)cc1
  i | i | i | i | i | i | i | i | i | -7 | i
Cn1ccc(C(=O)OCC(=O)Nc2cccc3ccccc23)n1
  i | i | i | i | i | i | i | i | i | -5 | i
CCOc1cc(/C=C2\SC(=S)N(Nc3ccccc3)C2=O)ccc1O
  i | i | i | i | i | i | i | i | i | -3 | i
COc1ccc(NC(=O)CSc2nnc(-c3cccs3)n2N)c(OC)c1
  i | i | i | i | i | i | i | i | i | -5 | i
Cc1ccc(C(=O)Nc2sc(C(=O)N(C)C)c(C)c2C#N)cc1
  i | i | i | i | i | i | i | i | i | -6 | i
O=C1CCC(=O)N1CN(C(=O)c1ccco1)c1ccc(Cl)c(Cl)c1
  i | i | i | i | i | i | i | i | i | -12 | i
O=C(Nc1cccnc1)c1ccc(S(=O)(=O)c2ccccc2)cc1
  i | i | i | i | i | i | i | i | i | -7 | i
COc1ccc(-c2cc(C(F)(F)F)nc(SCCC(=O)Nc3cc(C)on3)n2)cc1
  i | i | i | i | i | i | i | i | i | -6 | i
N#CCCn1ncn(-c2ccccc2)c1=S
  i | i | i | i | i | i | i | i | i | -6 | i
CN(Cc1ccc(F)cc1)C(=O)c1cccc(OCc2ccccc2)c1
  i | i | i | i | i | i | i | i | i | -11 | i
CC(C)(C)c1ccc(S(=O)(=O)Nc2ccc(C(=O)N3CCCC3)cc2)cc1
  i | i | i | i | i | i | i | i | i | -5 | i
CCCCn1c(SCC(=O)Nc2ccccc2C(F)(F)F)nc2ccsc2c1=O
  i | i | i | i | i | i | i | i | i | -20 | i
COc1ccc2oc(=O)c(-c3csc(Nc4ccc(O)cc4)n3)cc2c1
  i | i | i | i | i | i | i | i | i | -7 | i
COc1ccc(/C(C)=N/Nc2nc(C)cc(-c3ccccc3)n2)cc1
  i | i | i | i | i | i | i | i | i | -7 | i
Cc1ccc(S(=O)(=O)N2CCC(=O)N(C(COCc3ccccc3)Cc3ccccc3)CC2)cc1 (centres undefined)
  i | i | i | i | i | i | i | i | i | -7 | i
COC(=O)c1sc(NC(=O)c2cc3c(s2)CCCC3)nc1C
  i | i | i | i | i | i | i | i | i | -5 | i
Cc1cc(C(=O)NN=C2CCCCC2)c2ccccc2n1
  i | . | . | i | i | i | . | i | . | . | .
O=[N+]([O-])c1cccc(/C([O-])=C(/C(=S)Nc2cccc3ccccc23)[n+]2ccccc2)c1
  i | i | i | . | i | . | i | . | i | -3 | i
O=C(Nc1ccc(N2CCCCC2)cc1)c1ccc(F)cc1
  i | i | i | i | i | i | i | i | i | -7 | i
Cc1ccc(-c2cc3nn(-c4ccccc4)c(N)c3c(=O)o2)cc1
  i | i | i | i | i | i | i | i | i | -17 | i
O=C(O)C1C2C=CC(O2)C1C(=O)Nc1cccc(C(F)(F)F)c1 (centres undefined)
  i | i | i | i | i | i | i | i | i | -6 | i
CC(Sc1nc(N2CCOCC2)nc(N2CCOCC2)n1)C(=O)Nc1ccccc1 (centres undefined)
  i | i | i | i | i | i | i | i | i | -13 | i

Screens (PubChem BioAssay)
